Mtb BioA inh = M. tuberculosis BioA enzyme inhibitors, primary screen, biochemical, plate reader, single point, HTS | inhibition, % at 9.99 µM | 7,8-diaminopelargonic acid synthase BioA (Mycobacterium tuberculosis) | purified M. tuberculosis BioA enzyme | AID 602481, 2012 | actives 0.096% (n = 360,000); in the data active = inhibition above about 40%; inconclusive = no clear call, values can overlap the other calls
BH1578 lux ind = inducers of Vibrio cholerae quorum light production without autoinducers, primary screen, BH1578 luxS cqsA deficient, single point; V. cholerae BH1578 lux reporter, luminescence, 6 h; activation, % at 18.7 µM; actives 0.16% (n = 350,000); in the data active = activation mostly above about 9.7%, no sharp cut-off; inconclusive = no clear call, values can overlap the other calls; inactive = mostly below about 3.7%; note: not every result past the cut was called active; inactives centre near 0; reference of the scale not given here
PfHsp40 yeast = rescue of yeast from PfHsp40 toxicity, primary screen, S. cerevisiae, ATP luminescence; S. cerevisiae expressing PfHsp40, growth rescue; growth rescue, % at 12.5 µM; actives 0.68% (n = 340,000); in the data active = growth rescue above about 28%, passing the limit was not always enough; inconclusive = no clear call, values can overlap the other calls;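 note: yeast W303a lacking pdr1 and pdr3 grown in galactose medium; growth measured after three days at 30 °C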
GDH-TPI inh = GDH-TPI coupling enzyme inhibitors, primary screen, artefact control for M. tuberculosis FBA inhibitor project, biochemical, absorbance, full deck | GDH-TPI coupled enzyme counterscreen, NADH absorbance | AID 588335, 2011 | actives 1.2% (n = 360,000) | inhibition, % at 4.8 µM; in the data active = inhibition above about 30%;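 note: 0% = DMSO wells and 100% = wells lacking the enzyme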
TcdB GH inh = TcdB glycohydrolase inhibitors, primary screen, biochemical, single point, plate reader. Toxin B (Clostridioides difficile), P18177. TcdB glycohydrolase enzymatic assay. inhibition, % at 9.99 µM. actives 0.24% (n = 350,000). AID 652162, 2013; in the data active = inhibition above about 10%
Mtb FBA inh = Mtb FBA enzyme inhibitors, primary screen, biochemical, fluorescence, strain H37Rv. inhibition, % at 1 µM. AID 588726, 2011. purified M. tuberculosis FBA, fluorescence read-out. actives 2.3% (n = 360,000). Fructose-bisphosphate aldolase (Mycobacterium tuberculosis (strain ATCC 25618 / H37Rv)), …; in the data active = inhibition above about 27%;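 note: 0% = vehicle and 100% = reference inhibitor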
Target sequence (P9WQA3 whole entry, looked up): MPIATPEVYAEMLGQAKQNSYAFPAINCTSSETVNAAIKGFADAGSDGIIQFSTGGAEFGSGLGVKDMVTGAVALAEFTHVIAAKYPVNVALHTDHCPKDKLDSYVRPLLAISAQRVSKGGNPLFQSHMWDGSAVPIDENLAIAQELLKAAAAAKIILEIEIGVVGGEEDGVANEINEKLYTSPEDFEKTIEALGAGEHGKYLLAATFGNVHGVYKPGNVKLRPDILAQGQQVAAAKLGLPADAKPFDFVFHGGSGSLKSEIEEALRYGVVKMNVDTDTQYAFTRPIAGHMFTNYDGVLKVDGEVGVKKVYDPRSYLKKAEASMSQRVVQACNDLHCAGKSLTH
UGM FP inh = M. tuberculosis UGM enzyme inhibitors, primary screen, biochemical, fluorescence polarization, single point. UDP-galactopyranose mutase (Mycobacterium tuberculosis (strain ATCC 25618 / H37Rv)), …. purified UGM, fluorescence polarization probe displacement. inhibition, % at 10 µM. actives 0.06% (n = 320,000); in the data active = inhibition above about 10%, passing the limit was not always enough; inconclusive = no clear call, values can overlap the other calls
Target sequence (P9WIQ1 whole entry, looked up): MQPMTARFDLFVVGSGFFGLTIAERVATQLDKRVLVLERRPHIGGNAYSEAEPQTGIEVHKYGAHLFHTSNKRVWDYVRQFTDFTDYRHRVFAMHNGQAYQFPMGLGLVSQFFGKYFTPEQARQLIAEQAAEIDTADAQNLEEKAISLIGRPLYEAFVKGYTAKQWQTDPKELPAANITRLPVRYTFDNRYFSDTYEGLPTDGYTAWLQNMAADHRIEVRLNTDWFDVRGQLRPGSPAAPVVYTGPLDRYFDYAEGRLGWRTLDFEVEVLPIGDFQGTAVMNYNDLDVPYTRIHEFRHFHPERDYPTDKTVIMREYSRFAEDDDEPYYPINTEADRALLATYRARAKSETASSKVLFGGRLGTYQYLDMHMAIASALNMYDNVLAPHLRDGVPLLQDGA
FadD28 FP inh = inhibitors of FadD28 bisubstrate probe binding, primary screen, biochemical, fluorescence polarization, single point | actives 0.22% (n = 360,000) | Mycobacterium tuberculosis FadD28 fatty-acid-AMP ligase | inhibition, % at 12.5 µM | AID 588549, 2011; in the data active = inhibition above about 8.5%, passing the limit was not always enough; inconclusive = no clear call, values can overlap the other calls
Y pestis TopoI = Yersinia pestis topoisomerase I inhibitors, primary screen, biochemical, cleavage product accumulation, plate reader, single point; activity, % at 10 µM; actives 0.064% (n = 360,000); Y. pestis Topo-I cleavage product accumulation; DNA topoisomerase I (Yersinia pestis CO92); in the data active = activity above about 50%, passing the limit was not always enough; inconclusive = no clear call, values can overlap the other calls; note: inactives centre near 2
An asterisk follows results filed as active; i = inactive; ? = inconclusive; / = not tested or not shown; & = joins results of further samples.

smiles,Mtb BioA inh,BH1578 lux ind,PfHsp40 yeast,GDH-TPI inh,TcdB GH inh,Mtb FBA inh,UGM FP inh,FadD28 FP inh,Y pestis TopoI
C[C@H](CO)N1C[C@H](C)[C@H](CN(C)S(=O)(=O)c2ccccc2)OCc2ccccc2-c2c(n(C)c3ccccc23)C1=O,/,-0.3,/,-1,0.8&0.5,-4,/,-4.2,-4
CC(=O)c1ccc(N2CCN(S(=O)(=O)c3ccccc3)CC2)c(F)c1,/,i,0.1,1,0.9,2,-0.9,1.1,13
COc1ccc(-c2n[nH]c3c2CN(C(=O)c2ccc(OC)c(OC)c2)CC3)cc1,86*,i,1.3,2,1.0,2,-2.0,-2.0,15
O=C(Nc1cccs1)Nc1c(F)c(F)c(F)c(F)c1F,/,-0.4,-1.1,-1,0.0,-3,0.9,0.3,-6
Cc1ccc([C@@H]2CC(=O)[C@@H]3CN(S(=O)(=O)c4ccc(C)cc4)[C@H](c4cccc5ccccc45)C[C@@H]3N2S(=O)(=O)c2ccc(Cl)cc2)cc1,0.2,-0.4,/,1,1.5,0,/,-1.9,7
COCCCn1c(SCC(=O)Nc2oc(C)c3c(C)n[nH]c(=O)c23)nc2ccccc2c1=O,/,i,-1.4,4,-0.3,-2,3.3,-3.1,7
CCOc1ccccc1N1CCN(Cc2c(C)n(C)n(-c3ccccc3)c2=O)CC1,/,-0.9,0.8,-6,/,1,-3.0,-4.8,6
CCOC(=O)c1cc(-c2ccccc2)nn1CC1CC(c2ccc(OC)cc2)=NO1 (configuration not stated),-0.7,i,1.9,-7,0.1,-1,0.6,-1.5,38
CCCc1cc(=O)[nH]c(SCC(=O)c2cc(C)n(CC3CCCO3)c2C)n1 (configuration not stated),2.6,i,1.5,-4,0.8,0,1.2,-0.9,12
Cc1ccc(C)c2[nH]c(=O)c(CN(CC3CCCO3)S(=O)(=O)c3ccc4c(c3)OCCO4)cc12 (configuration not stated),0.8,i,0.4,8,/,8,0.1,0.3,24
NC(N)=NCCC[C@H](NC(=O)OCc1ccccc1)C(=O)O,-2.4,-0.4,-0.4,-8,0.8,-2,6.5,-3.2,3
COCCn1c(C)cc(C(=O)COc2cccnc2[N+](=O)[O-])c1C,/,-0.3,-0.7,3,3.7,-1,2.1,-1.7,2
CCCN1CCN(CCCNC(=O)Cn2ncc3c4ccccc4n(C)c3c2=O)CC1,0.1,-0.1,-0.2,11,1.7,10,-1.7,0.6,3
Cc1ccc2c(c1)c1c(n2C)-c2[nH]ncc2CC1,/,i,-0.6,8,/,5,-0.4,-0.2,1
COc1cccc(NC(=O)COC(=O)c2ccc3ccccc3n2)c1,/,/,-0.3,15,2.5,1,0.4,-1.0,3
O=C(Cn1c(=O)oc2cc(S(=O)(=O)N3CCCC3)ccc21)NCc1ccc(F)cc1,-0.9,-0.2,-0.2,-1,1.8,2,1.3,-0.7,8
CC(C(=O)NC1C=CS(=O)(=O)C1)N1C(=O)/C(=C\c2ccccc2)SC1=S (configuration not stated),1.1,0.0,0.4,20,0.6,-2,2.2,-3.9,25
O=C(NC12CC3CC(CC(C3)C1)C2)c1cncc(Br)c1,-1.8,-1.3,0.7,10,0.1,0,0.5,1.1,10
CC1CCC(C(=O)NNC(=O)c2cc(-c3ccco3)[nH]n2)CC1 (configuration not stated),-5.5,-2.4,-0.3,5,-0.5,-3,-5.3,1.2,-5
Cc1ccc(-c2nn3c(C)nnc3s2)cc1NC(=O)c1ccc(-c2ccc(Cl)cc2Cl)o1,-2.5,-0.2,-0.6,19,/,-2,1.1,0.0,12
Cc1cc(F)ccc1S(=O)(=O)N1CCC2(CC1)OCCN2S(=O)(=O)c1cccs1,0.5,i,3.8,-1,8.3,1,-1.0,-0.7,39
O=C(CN1CCCCCC1)NCC1CCCO1 (configuration not stated),/,-0.7,0.8,-3,1.5,97*,-3.5,-0.3,5
CCCCOc1ccc(C2C3CN(C(=O)OCC)CC=C3C(C#N)=C(N)C2(C#N)C#N)cc1OC (configuration not stated),-1.1,-0.2,-0.7,7,1.1,-2,0.7,-3.6,-2
CC(C)CNC(=O)c1c(N)n(Cc2ccc3c(c2)OCO3)c2nc3ccccc3nc12,-0.2,i,0.3,12,/,27*,0.3,-3.7,22
COc1ccc(NC2CCCN(C(=O)c3ccccc3C(F)(F)F)C2)cc1 (configuration not stated),2.3,-0.3,-0.9,2,5.4,0,1.3,1.2,-3

The last four records of the part above lead into the next.
smiles,Mtb BioA inh,BH1578 lux ind,PfHsp40 yeast,GDH-TPI inh,TcdB GH inh,Mtb FBA inh,UGM FP inh,FadD28 FP inh,Y pestis TopoI
O=C(CN1CCCCCC1)NCC1CCCO1 (configuration not stated),/,-0.7,0.8,-3,1.5,97*,-3.5,-0.3,5
CCCCOc1ccc(C2C3CN(C(=O)OCC)CC=C3C(C#N)=C(N)C2(C#N)C#N)cc1OC (configuration not stated),-1.1,-0.2,-0.7,7,1.1,-2,0.7,-3.6,-2
CC(C)CNC(=O)c1c(N)n(Cc2ccc3c(c2)OCO3)c2nc3ccccc3nc12,-0.2,i,0.3,12,/,27*,0.3,-3.7,22
COc1ccc(NC2CCCN(C(=O)c3ccccc3C(F)(F)F)C2)cc1 (configuration not stated),2.3,-0.3,-0.9,2,5.4,0,1.3,1.2,-3
O=C(CN1C(=O)C2CC=CCC2C1=O)Nc1ccc(S(=O)(=O)NC2=NCCCCC2)cc1 (configuration not stated),5.3,i,-1.6,-4,/,8,3.1,1.0,-3
CN1CCN(C(=O)C2=C[C@H](c3ccc4c(c3)OCO4)C[C@H](OCCCCO)O2)CC1,1.8,i,-2.0,0,0.3,1,-0.1,-2.9,-1
O=C(NCCC(c1ccccc1)c1ccccc1)c1cccs1,/,i,0.7,6,/,4,3.3,-2.0,-3
Cc1noc(C)c1C(=O)N1CCc2ccccc2C1,0.8,1.0,0.1,7,/,2,-0.9,-0.9,1
Cc1ccc(NS(=O)(=O)c2cc(NC(=O)c3cc(=O)[nH]c(=O)[nH]3)ccc2Cl)c(C)c1,-0.5,i,1.4,-1,2.0,-5,3.9,-23,7
COc1ccc(COC(=O)C2CCN(S(=O)(=O)c3ccc(C)cc3)CC2)cc1,-1.1,i,0.1,10,1.7,-2,1.7,-4.4,49
CC(=O)C1=C(c2ccccc2)NC(=O)NC1c1ccccc1OCC(=O)NCc1ccccc1 (configuration not stated),-1.4,4.2,-0.2,7,/,0,1.2,-2.7,27
O=C(Nc1nc2cc3c(cc2s1)OCCO3)c1ccc(N2C(=O)CCC2=O)cc1,/,i,-1.0,6,-1.6,4,0.5,-2.9,-6
CN(CC(=O)NCc1ccc(F)cc1)S(=O)(=O)c1cccc2nsnc12,4.1,i,0.8,12,/,4,-1.7,0.5,8
COc1cccc2[nH]c3c(N4CCC(C)CC4)ncnc3c12,-0.4,-0.2,0.5,25,1.8,19,-1.6,0.3,3
S=C(NNC(=S)Nc1ccccc1)Nc1ccccc1,-1.1,-0.3,0.0,12,0.7,1,0.7,-3.5,-6
CCOC(=O)N1CCN(C(=O)COC(=O)c2ccc(O)cc2O)CC1,-0.7,-0.4,-0.7,-2,1.0,1,3.3,0.9,-4
COc1ccccc1OCCC(=O)O,0.4,-0.2,-0.3,3,2.3,0,/,-1.4,6
CN(C)c1ccc(C(=O)c2ccc(O)cc2O)cc1,-1.7,0.0,5.3,19,/,-2,-1.9,-1.7,-4
COCCN(C(=O)COC(=O)/C=C/c1ccc(OC)c(OC)c1)c1c(N)n(Cc2ccccc2)c(=O)[nH]c1=O,-2.9,i,1.3,14,3.4,7,0.6,-2.0,1
NC1=NC(=O)/C(=C/c2cccs2)S1,-0.8,i,-0.4,32*,/,-2,-2.3,-6.4,-7
COC(=O)c1cc(C)nc2c1C(=O)C(=O)C=C2N1CCOCC1,-2.2,-0.4,-0.4,13,-2.6,-5,4.8,?,5
Cc1ccc(N=Cc2ccc(N(C)C)cc2)cc1C,/,-0.4,0.7,23,0.9,-1,2.1,-2.9,13
COc1ccccc1NC(=O)N1CCN(c2cccc(C(F)(F)F)c2)CC1,-0.6,i,2.9,-10,0.9,-5,-1.3,-3.8,8
CCOc1ccc(S(=O)(=O)NCCC(=O)N2CCCN(C)CC2)cc1,-2.2,-0.4,-1.0,2,2.2,2,4.8,-0.5,-4
CCOCCCN(C)C1CCN(C(=O)c2oc3ccccc3c2NC(=O)c2cccc([N+](=O)[O-])c2)CC1,-2.4,-0.2,0.1,-1,0.9,-1,-2.0,1.3,4
COc1ccc2c(c1)c(=O)oc1c(C)c(OCc3ccc(C(=O)O)cc3)ccc12,-1.1,i,0.6,5,-0.3,4,-2.1,-2.8,-2
O=C(NCc1cccnc1)Nc1ccccc1F,-1.2,3.7,-1.6,-14,/,3,1.4,-3.1,3
CCN1CCN(CC(=O)Nc2nc3ccccc3s2)CC1,-0.2,0.6,-1.5,1,0.6,-1,-0.4,-2.8,1
Cc1ccc(C2=CC(c3ccccc3)n3ncnc3N2)c(C)c1 (configuration not stated),-1.0,-0.3,0.8,4,-0.5,0,3.9,-0.8,7
CCC1CCCCN1C(=O)COc1ccc2c(c1)OCO2 (configuration not stated),1.9,i,-0.6,8,-0.1,4,-1.4,-0.7,9
CCn1c(CCc2ccccc2)nc2ccccc21,0.9,0.9,-1.1,-6,1.1,-1,-1.5,-0.4,9
CCN(C[C@H]1N[C@@](Cc2ccccc2)(C(=O)OC)[C@H]2C(=O)N(C)C(=O)[C@@H]12)C(=O)Nc1ccc(F)cc1,-0.6,i,1.1,-7,0.4,0,-1.3,-1.8,5
Cc1ccc(C)c(NC(=O)CSc2nc(C)cc(C)c2C#N)c1,-0.6,i,0.8,5,/,4,2.6,0.6,4
COc1ccc(N(C)S(=O)(=O)c2ccc3c(c2)oc(=O)n3C)cc1,5.6,-0.3,-1.0,6,/,0,0.5,-1.9,4
Cc1onc(-c2c(Cl)cccc2Cl)c1C(=O)c1c[nH]c(C(=O)NCCCN2CCOCC2)c1,-2.5,i,-0.7,0,/,1,-1.0,-3.2,-11
O=C(O)c1ccc(Cl)c(S(=O)(=O)NCC2CCCO2)c1 (configuration not stated),-2.4,-0.3,0.8,-1,/,4,-2.4,-2.4,1
COc1ccc(-c2nnc(NC(=O)CSc3ccccc3)s2)cc1OC,/,-0.5,0.1,22,0.6,0,-3.2,-1.4,-2
OC(COc1ccccc1)CN1CCN(c2ncccn2)CC1 (configuration not stated),0.6,i,-0.7,5,/,0,1.9,0.4,2
CC(C)(C)C(=O)Oc1ccc2cc(-c3ccc4ccccc4n3)c(=O)oc2c1,1.0,i,-1.1,-1,0.5,8,0.3,-1.0,-2
COCCCC1CCN(C(=O)c2cc(COc3cc(C)ccc3C)on2)CC1,1.1,-0.7,1.0,-1,2.1,0,-2.7,-2.3,24
Cc1cc2oc(=O)cc(-c3ccccc3)c2c(C)c1-c1ccc(N(C)C)cc1,-2.0,-0.6,0.4,10,0.4,-2,/,-2.1,4

Screens: PubChem, several laboratories
